High-throughput results from PubChem.
S1P2 agonist: activates the human S1P2 receptor; activation, % at 4.5 µM; S1P2-expressing cell line, agonist reporter read-out; actives 0.46% (n = 97,000); in the data active = activation above about 16%;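 note: 0% = vehicle low control and 100% = maximal reference agonist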
EphB4 antag: antagonists of human EphB4-ephrin-B2 interaction | P54760 | EphB4 LBD / TNYL-RAW-Alexa532 peptide, fluorescence polarization | inhibition, % at 7 µM | actives 0.15% (n = 97,000) | AID 720;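 active = inhibition above the screen-wide mean inhibition plus 3 SD, cut at about 15% in these data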;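 note: 0% = DMSO wells and 100% = excess unlabeled TNYL-RAW peptide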
Target sequence (P54760 whole entry, looked up, the tested form may be a part): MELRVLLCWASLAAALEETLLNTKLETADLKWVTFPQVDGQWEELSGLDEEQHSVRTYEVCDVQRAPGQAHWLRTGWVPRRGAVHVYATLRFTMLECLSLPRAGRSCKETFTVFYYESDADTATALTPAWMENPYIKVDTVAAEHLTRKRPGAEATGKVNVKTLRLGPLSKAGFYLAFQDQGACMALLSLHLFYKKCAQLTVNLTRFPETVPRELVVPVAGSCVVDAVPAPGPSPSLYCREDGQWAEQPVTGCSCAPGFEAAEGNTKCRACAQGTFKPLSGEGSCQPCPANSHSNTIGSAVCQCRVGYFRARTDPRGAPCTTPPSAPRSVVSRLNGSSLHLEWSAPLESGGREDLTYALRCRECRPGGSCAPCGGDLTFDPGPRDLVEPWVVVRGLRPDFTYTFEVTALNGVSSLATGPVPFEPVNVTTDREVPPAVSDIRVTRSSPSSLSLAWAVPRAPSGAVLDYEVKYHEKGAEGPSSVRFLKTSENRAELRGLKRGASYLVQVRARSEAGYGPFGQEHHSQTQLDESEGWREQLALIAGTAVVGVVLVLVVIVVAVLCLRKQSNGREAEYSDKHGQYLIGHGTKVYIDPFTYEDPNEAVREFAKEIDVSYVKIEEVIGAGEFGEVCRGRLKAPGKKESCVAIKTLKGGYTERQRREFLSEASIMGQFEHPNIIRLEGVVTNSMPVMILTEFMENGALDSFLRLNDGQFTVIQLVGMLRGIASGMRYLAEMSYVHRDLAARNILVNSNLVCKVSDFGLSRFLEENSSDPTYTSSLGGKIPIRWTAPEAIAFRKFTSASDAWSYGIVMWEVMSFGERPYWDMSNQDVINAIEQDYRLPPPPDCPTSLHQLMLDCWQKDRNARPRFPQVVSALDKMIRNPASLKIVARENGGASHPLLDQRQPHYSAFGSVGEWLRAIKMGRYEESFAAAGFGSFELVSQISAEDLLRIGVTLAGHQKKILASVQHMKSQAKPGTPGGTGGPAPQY
S1P2 blocker: antagonists of human S1P2 receptor; O95136; cell-based S1P2 antagonist assay, inhibition at 5 uM; inhibition, % at 5 µM; actives 0.21% (n = 97,000); in the data active = inhibition above about 45%;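 note: CRE beta-lactamase reporter cells expressing human S1P2 stimulated with S1P; 0% = agonist at EC80 alone and 100% = agonist plus reference antagonist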
FAK blocker: blocks human focal adhesion kinase activity; Q05397; biochemical FAK kinase activity assay; inhibition, %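 (tested at 7 µM)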; actives 0.84% (n = 97,000); in the data active = inhibition above about 19%;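 note: 0% = DMSO and 100% = reference compound high control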
MT1-MMP txn act: activates MT1-MMP transcription; HT1080 MT1-MMP promoter luciferase reporter, luminescence, overnight; hits give high values; activation factor at 10 µM; actives 0.16% (n = 86,000); AID 750;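 active = activation factor of at least 2 for MT1-MMP transcription at 10 µM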
PLK1 PBD inh: Plk1 (human) PBD binding inhibition; actives 0.13% (n = 97,000); Plk1 PBD phosphopeptide binding, fluorescence polarization; inhibition, %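 (tested at about 20 µM)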; AID 693; P53350; in the data active = inhibition above about 34%, passing the limit was not always enough
PLK1 inh: blocks human PLK1 kinase activity | recombinant PLK1 kinase, TR-FRET peptide phosphorylation | inhibition, % at 10 µM | actives 0.53% (n = 97,000);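 active = inhibition of 50% or more in the single-concentration screen; inactive = inhibition below 50%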;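 note: 0% = DMSO max control and 100% = H-89 dihydrochloride min control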
Rev-RRE block: disrupts HIV-1 Rev binding to RRE RNA; P05866; Rev peptide-RRE RNA binding, FRET; inhibition, % at 8 µM; actives 0.79% (n = 97,000);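 active = inhibition above the screen-wide mean plus 3 SD, cut at about 35% in these data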;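 note: 0% = median DMSO wells and 100% = median Neomycin B control wells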
Target sequence (P05866 whole entry, looked up): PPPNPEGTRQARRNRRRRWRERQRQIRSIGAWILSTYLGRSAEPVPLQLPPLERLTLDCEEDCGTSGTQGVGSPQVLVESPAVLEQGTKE
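System: Cy5-labelled duplex RRE RNA binding fluorescein-labelled HIV Rev peptide; Signal: fluorescein-to-Cy5 FRET, 480 nm excitation; Also added: labelled Rev peptide; Compound: one concentration, 8 µM nominal; Buffer or medium: HEPES pH 7.5 salt buffer with EDTA; Read-out: % inhibition of FRET ratio versus controls; Schedule: 5 min preincubation and 15 min binding, 25 °C.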
PLAP activator: activators of human placental alkaline phosphatase; P05187; purified PLAP enzyme, luminescent substrate read-out; hits give high values; activation fold at 20 µM; actives 1.2% (n = 96,000); in the data active = activation fold above about 2
Starred values were filed as active, the others as inactive; · = no result given.

S1P2 agonist	EphB4 antag	S1P2 blocker	FAK blocker	MT1-MMP txn act	PLK1 PBD inh	PLK1 inh	Rev-RRE block	PLAP activator	Molecule
-6.5	5.0	13.5	1.1	·	-5.9	-12.4	1.2	1	COc1cc(/C=N/NC(=O)c2cccnc2)ccc1OC(=O)c1ccco1
-3.1	-3.4	9.8	1.8	1.4	-22.8	-4.5	5.2	0.8	O=C(Nc1ccc2c(c1)OCO2)Nc1cnccn1
-3.0	0.1	-12.1	-0.9	·	1.1	-10.7	-0.6	0.8	CCCC(=O)NNc1cc(=O)c2c(=O)n(C)c(=O)n(C)c2[nH]1
-3.0	-14.0	-12.1	-5.9	1.1	-12.9	9.7	0.3	0.8	Cn1ncc2nc[nH]c(=O)c21
-1.4	0.0	-3.5	-0.9	1.2	-21.3	7.3	2.5	1	O=C(O)CSCc1ccc(C(=O)O)o1
-3.3	5.5	-19.8	-0.3	1.2	-17.1	-15.1	4.5	0.9	Brc1cnc(N2CCCC2)nc1N1CCOCC1
-3.3	2.5	5.3	0.7	1.2	-21.1	-8.7	7.1	1.5	CN(C)CCNc1oc(COc2ccc(Cl)cc2)nc1C#N
-3.2	-5.5	0.8	2.3	·	8.7	-11.7	3.5	0.9	O=C(Nc1c(Cl)cccc1Cl)c1ccc(-c2ccccc2)cc1

(list continues)
S1P2 agonist	EphB4 antag	S1P2 blocker	FAK blocker	MT1-MMP txn act	PLK1 PBD inh	PLK1 inh	Rev-RRE block	PLAP activator	Molecule
-5.7	0.9	5.7	0.0	·	4.1	2.2	1.6	0.9	CCOC(=O)Cn1nc(C)n(-c2ccc(C)cc2)c1=O
-3.7	-9.0	-12.2	-2.5	1.1	13.7	-12.2	2.0	1	COCCOCC(O)CN1CCN(c2ccc(C)cc2)CC1 (stereo unspecified)
-4.5	2.8	-10.6	-0.3	·	1.8	-8.5	1.6	2.9*	CCC(C)(C)c1ccc(Oc2ccc(NC(=O)COC(=O)C3=COCCO3)cc2)cc1
-6.0	3.3	-7.6	-3.9	1.1	12.7	2.1	1.0	1	CCc1ccc(OC(=O)c2ccn(CC)n2)cc1
-5.8	3.4	8.3	0.0	1.2	-3.8	-16.4	-0.4	1.4	O=C1CC(c2cccs2)CC(O)=C1C=NCCN1CCNCC1 (stereo unspecified)
-5.8	2.7	4.4	0.0	·	6.1	-14.6	6.5	1	Cc1ccccc1SCc1noc(C(=O)NCC2CCCO2)c1C(=O)O (stereo unspecified)
-4.0	9.7	14.5	6.0	0.9	-29.2	-8.2	9.4	1.7	Cc1[nH]c2ccccc2c1NC(=O)CN1CCN(c2cccc(C(F)(F)F)c2)CC1
0.3	1.5	-11.4	15.2	1.1	16.6	-16.4	9.4	0.9	CCc1c(C)c(C#N)c2nc3ccccc3n2c1N(C)C

New compounds follow
S1P2 agonist	EphB4 antag	S1P2 blocker	FAK blocker	MT1-MMP txn act	PLK1 PBD inh	PLK1 inh	Rev-RRE block	PLAP activator	Molecule
0.3	-6.2	-16.0	0.9	·	15.4	-9.4	1.8	0.9	O=C(CSc1nnc2c(Cl)cc(Cl)cn12)N1CCOCC1
2.4	-1.7	-49.2	-1.8	1.1	8.0	-33.2	11.3	0.7	CO/N=C/C(=N\Nc1ccc(OC)cc1)C(=O)c1ccc(OC)cc1
-2.5	8.3	1.9	4.7	1.2	-10.4	-11.6	3.3	1.1	O=C(CCCn1c(=S)[nH]c2cc3c(cc2c1=O)OCO3)N1CCc2ccccc2C1
-4.3	7.6	13.0	-1.8	1.2	51.9*	-3.5	8.9	1.1	NC(=O)C1(N2CCCCC2)CCN(C(=O)NC2CCCCC2)CC1
-0.6	1.6	-10.2	-0.3	1.4	9.5	-16.5	-2.2	·	Nc1cc(C(=O)c2ccccc2)ccc1N1CCOCC1
0.6	-1.1	1.6	-7.5	1.1	-6.2	-1.1	1.3	1.2	CC1=CC(c2ccccc2)n2nc(NS(=O)(=O)c3ccc(C)cc3)nc2N1 (stereo unspecified)
-3.0	-2.9	-26.5	-0.8	1.4	-2.2	13.5	1.5	·	COc1ccc(-c2c(C#N)c(N)nc3c2c(=O)n(C)c(=O)n3C)cc1Cl
-7.3	-4.2	13.9	-1.2	1.1	-11.0	1.5	5.4	0.9	CCS(=O)(=O)N1CCCC(C(=O)N2CCc3ccccc3C2)C1 (stereo unspecified)

(further entries)
S1P2 agonist	EphB4 antag	S1P2 blocker	FAK blocker	MT1-MMP txn act	PLK1 PBD inh	PLK1 inh	Rev-RRE block	PLAP activator	Molecule
-7.6	11.1	19.3	5.8	1	-6.0	-5.9	5.3	1.3	CCCCOC(=O)CN1C(=O)c2ccc(C(=O)OCCCC)cc2C1=O
7.4	-5.9	-9.5	2.4	1.1	-16.1	-7.5	1.8	·	CCCCN1C(=O)C(CC(=O)NCC)SC1=Nc1ccccc1 (stereo unspecified)
-4.0	-2.0	10.7	0.7	1.2	8.0	-2.8	10.0	0.9	Cn1c(SCc2cc(=O)[nH]c3ccccc23)nnc1-c1ccc(Br)cc1
-8.1	5.6	18.8	4.3	1.3	-5.3	-7.7	1.9	1.3	COc1ccc(C(=O)N2CCN(C(=O)Cc3ccccc3)CC2)cc1OC
-0.9	5.1	3.7	-1.6	1.2	16.8	76.2*	1.7	0.9	O=C(NCc1ccc2c(c1)OCO2)c1ccc(CS(=O)(=O)c2ccc(Br)cc2)o1
-3.3	3.9	-0.7	1.4	1	-5.7	-4.8	11.6	0.9	CCOC(=O)C1=C(C)NC(=O)NC1c1ccsc1 (stereo unspecified)
-0.9	4.5	1.9	-1.7	1.1	-8.1	-4.5	0.3	0.8	COc1cc(=O)[nH]c(SCc2c(F)c(F)c(F)c(F)c2F)n1
-5.0	2.9	13.5	-8.4	·	-22.5	-11.4	-3.2	1	Cc1ccc(NC(=O)c2ccc(CSc3nnc(-c4ccncc4)n3C)cc2)cc1

Single records, from the list above. Order of screens: S1P2 agonist, EphB4 antag, S1P2 blocker, FAK blocker, MT1-MMP txn act, PLK1 PBD inh, PLK1 inh, Rev-RRE block, PLAP activator
Record of `CCCC(=O)NNc1cc(=O)c2c(=O)n(C)c(=O)n(C)c2[nH]1` = -3.0, 0.1, -12.1, -0.9, ·, 1.1, -10.7, -0.6, 0.8
Record of `O=C(NCc1ccc2c(c1)OCO2)c1ccc(CS(=O)(=O)c2ccc(Br)cc2)o1` = -0.9, 5.1, 3.7, -1.6, 1.2, 16.8, 76.2*, 1.7, 0.9

Next section:
S1P2 agonist	EphB4 antag	S1P2 blocker	FAK blocker	MT1-MMP txn act	PLK1 PBD inh	PLK1 inh	Rev-RRE block	PLAP activator	Molecule
-0.5	-9.2	3.1	-2.0	·	-16.2	-3.6	1.4	1	Cc1ccc(OCC2Cn3c(nc4c3c(=O)[nH]c(=O)n4C)O2)cc1 (stereo unspecified)
-2.9	-3.9	4.1	1.3	1.4	28.9	-6.5	7.2	1.2	COc1ccc(CCn2c(=N)c(C(=O)NCc3ccco3)cc3c(=O)n4cccc(C)c4nc32)cc1
2.2	-9.8	-13.5	-1.9	1.2	11.2	-6.8	3.3	1	CC(C)C(=O)NCCCc1ccccc1
-7.2	2.3	9.8	-3.9	1	-41.7	-11.1	0.1	1.1	Cc1ccc(S(=O)(=O)NCC(=O)N(CC(=O)NC2CCCCC2)Cc2ccco2)cc1
-3.0	-3.1	17.5	1.3	1.1	-10.7	-21.8	6.6	0.9	CCOC(=O)c1[nH]c2ccccc2c1N=CN(CC)CC
-5.5	-9.7	-33.2	-2.5	·	23.5	-3.9	1.5	1	CC(=O)c1ccc(S(=O)c2ccccc2)cc1 (stereo unspecified)
-4.6	-2.5	26.5	5.9	·	-9.3	-9.3	6.3	1.9	Cc1ccc(C(=O)NNC(=O)CSc2nnc(-c3ccncc3)n2-c2ccc(C)cc2)cc1
-2.3	2.0	-0.7	-0.2	0.9	-0.4	-1.0	5.4	0.9	Cc1ccc(S(=O)(=O)CCC(=O)c2ccc(O)cc2O)cc1

New compounds follow.
S1P2 agonist	EphB4 antag	S1P2 blocker	FAK blocker	MT1-MMP txn act	PLK1 PBD inh	PLK1 inh	Rev-RRE block	PLAP activator	Molecule
1.9	1.9	-62.8	1.4	·	12.5	-39.5	5.9	0.9	c1cncc(C2Nc3ccccc3-c3nc4ccccc4n32)c1 (stereo unspecified)
-2.9	-1.6	21.6	3.8	·	1.8	-8.9	17.6	1	Cc1ccc(C)c(N(CC(=O)NC2CCCC2)C(=O)c2cc3cc4cc(C)ccc4nc3s2)c1
1.1	5.0	-4.5	-3.1	1.1	3.5	0.2	3.9	·	CCCc1cc(N2CCCC(C(=O)Nc3cc(Cl)ccc3OC)C2)n2ncnc2n1 (stereo unspecified)
-7.4	2.4	26.8	0.7	1.3	-19.0	-2.7	2.8	1.1	COc1cccc(-c2cc(C(=O)NCCN3CCOCC3)no2)c1
-2.1	-6.2	5.9	-1.1	·	-12.2	-6.4	5.7	1.1	CC(C)OC(=O)c1c(NC(=O)c2cnn3c2NC(c2ccccc2)CC3C(F)F)sc2c1CCCC2 (stereo unspecified)
-3.0	0.1	-9.2	4.5	1.5	-13.6	-8.8	10.7	1.1	CCOC(=O)c1sc2nc3n(c(=O)c2c1C)CCCCC3
0.4	-0.8	-3.8	2.0	·	-10.2	-11.5	3.3	2.1*	O=C(Nc1ncn[nH]1)c1ccc(Cl)c(S(=O)(=O)N2CCCCCC2)c1
-9.5	0.2	2.5	3.2	1.1	1.5	-7.4	1.1	1.2	CCS(=O)(=O)N1CCC(C(=O)NC2CCCCCCC2)CC1

(cont.)
S1P2 agonist	EphB4 antag	S1P2 blocker	FAK blocker	MT1-MMP txn act	PLK1 PBD inh	PLK1 inh	Rev-RRE block	PLAP activator	Molecule
-3.8	-8.7	-10.5	-4.4	1.2	26.6	3.2	3.1	1.7	CCOC(=O)C(C)Sc1nnc(Cn2c(=O)sc3ccccc32)n1-c1ccccc1 (stereo unspecified)
-5.4	1.8	5.8	-7.2	1	-18.3	-15.0	-1.4	·	CN1CCN(CCCNC(=O)Cn2ncc3c4ccccc4n(C)c3c2=O)CC1
0.7	-13.1	-1.3	0.1	1.1	-22.4	-7.3	3.3	1	CC(NC(=O)C1CC=CCC1C(=O)O)C1CC2CCC1C2 (stereo unspecified)
-7.1	8.4	16.7	3.7	1.2	11.6	-5.9	1.7	1.3	COc1ccc(C2/C(=C(\O)c3ccc4c(c3)OCCO4)C(=O)C(=O)N2CCCN(C)C)cc1 (stereo unspecified)
-4.1	2.9	29.9	12.8	1.3	3.0	-12.9	2.7	1.3	CC(CCc1ccco1)NC(=O)Nc1cccc(F)c1 (stereo unspecified)
-7.5	1.5	14.4	-1.0	1.2	-15.6	2.2	7.6	1.4	CCOC(=O)c1c(C)c(C(=O)N2CCc3ccccc3C2)c(C)n1CC
-5.3	-5.9	-19.0	-1.0	·	19.6	-12.6	-2.8	1.1	CCn1c(SCC(=O)Nc2ccccc2C)nnc1-c1ccccc1O

Looked up by compound from the list above, three records:
S1P2 agonist	EphB4 antag	S1P2 blocker	FAK blocker	MT1-MMP txn act	PLK1 PBD inh	PLK1 inh	Rev-RRE block	PLAP activator	Molecule
-5.4	1.8	5.8	-7.2	1	-18.3	-15.0	-1.4	·	CN1CCN(CCCNC(=O)Cn2ncc3c4ccccc4n(C)c3c2=O)CC1
-7.5	1.5	14.4	-1.0	1.2	-15.6	2.2	7.6	1.4	CCOC(=O)c1c(C)c(C(=O)N2CCc3ccccc3C2)c(C)n1CC
-5.3	-5.9	-19.0	-1.0	·	19.6	-12.6	-2.8	1.1	CCn1c(SCC(=O)Nc2ccccc2C)nnc1-c1ccccc1O

Outcome played no part in choosing rows. Share with any hit: about 3.9%.
